HTRA1 inhibitor = inhibitors of human serine peptidase HTRA1; recombinant HTRA1, FP-rhodamine activity-based probe, fluorescence polarization; AID 504803; inhibition, % at 5.96 µM; Q92743; 0.5% of 340,000 active; in the data active = inhibition above about 36%;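 also: 0% = enzyme with DMSO and 100% = wells lacking enzyme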
PG9 Ab binder = PG9 antibody binding by small molecule; 0.43% of 360,000 active; AID 624416; TR-FRET gp120-PG9 antibody binding; inhibition, % at 6.7 µM; in the data active = inhibition above about 8.5%
SIAE primary = human SIAE inhibition, primary screen; SIAE FP-Rh probe binding, fluorescence polarization; inhibition, % at 9.66 µM; 0.69% of 370,000 active;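 active = inhibition above a cutoff: mean of compounds within the control limits plus 3 SD of those, cut at about 17% in these data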;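 also: 0% = plate median of compound wells and 100% = probe without SIAE protein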
UHRF1 MBD2 ctr = human UHRF1 methylated DNA binding inhibitors. Q96T88. UHRF1 binding to methylated oligo, TR-FRET. inhibition, % at 4.4 µM. 0.75% of 370,000 active; in the data active = inhibition above about 21%;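 also: UHRF1 SRA domain binding a hemimethylated CpG hairpin DNA probe; 0% = median of test compound wells and 100% = reference inhibitor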
PRMT1 FP inh = PRMT1 (human) inhibition, primary screen | recombinant PRMT1, activity-based probe fluorescence polarization | Q99873 | AID 652257 | 1.3% of 370,000 active | inhibition, % at 2.79 µM;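 active = inhibition above about 21% made by adding two undisclosed values, limit read from the data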
Target sequence (Q99873 whole entry, looked up): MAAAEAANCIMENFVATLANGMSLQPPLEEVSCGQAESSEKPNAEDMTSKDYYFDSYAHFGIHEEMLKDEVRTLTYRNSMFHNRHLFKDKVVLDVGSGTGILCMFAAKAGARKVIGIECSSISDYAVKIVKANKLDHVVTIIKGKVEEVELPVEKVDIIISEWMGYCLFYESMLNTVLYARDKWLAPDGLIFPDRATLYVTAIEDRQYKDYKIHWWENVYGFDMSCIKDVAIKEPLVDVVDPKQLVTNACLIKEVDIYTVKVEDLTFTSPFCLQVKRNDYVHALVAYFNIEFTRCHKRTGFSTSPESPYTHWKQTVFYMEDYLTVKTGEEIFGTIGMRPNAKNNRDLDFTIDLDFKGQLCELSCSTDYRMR
ABHD4 inh = inhibits mouse alpha/beta hydrolase domain 4; 0.54% of 370,000 active; purified mABHD4, FP-Rh probe fluorescence polarization; Q8VD66; inhibition, % at 8.92 µM;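 active = inhibition exceeding the mean over every tested compound plus 3 SD, cut at about 30% in these data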;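 also: 0% = plate median of compound wells and 100% = S159A mutant with DMSO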
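Assay system: Wild-type mouse ABHD4 protein | Medium: HEPES pH 7.0 buffer, 150 mM NaCl, 0.01% Pluronic F-127 | Incubation: Enzyme–compound pre-incubation 45 min, then probe 60 min, both 25 °C | Technique: Fluorescence polarization with parallel and perpendicular emission, 525/598 nm | Evaluation: % inhibition of FP-Rh probe binding versus controls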
LEDGF integ inh = blocks HIV-1 LEDGF/p75-dependent DNA integration; TR-FRET IN-LEDGF/p75 DNA integration, Eu/Cy5; inhibition, % at 3.7 µM; 0.64% of 370,000 active; AID 743269;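 active = inhibition above the screen-wide mean plus 3 SD, cut at about 13% in these data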;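 also: signal is the Cy5 over europium emission ratio at 671 and 618 nm; 0% = plate median of compound wells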
TCR CD3 inh = human TCR-CD3 binding inhibition | TAMRA-labeled TCR probe fluorescence, biochemical | inhibition, % at 9.4 µM | 0.37% of 360,000 active | AID 651800; in the data active = inhibition above about 19%;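 also: recombinant mutant TCR 2C K166C tagged with TAMRA read by polarization; 0% = receptor in buffer alone and 100% = receptor with positive control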
TDP2 inh = blocks human TDP2 phosphodiesterase activity; inhibition, % at 12.8 µM; 0.34% of 370,000 active; O95551; recombinant TDP2, T5PNP hydrolysis, p-nitrophenol absorbance 415 nm;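 active = inhibition above the mean of all tested compounds plus 3 SD, set per campaign, cut at about 25% in these data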;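 also: 0% = DMSO with enzyme and 100% = buffer with substrate but no TDP2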
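Assay system: Recombinant human TDP2 | Quantity: 120 nM TDP2 per well | Incubation: 2 h at 37 °C | Signal: Epi absorbance | Evaluation: Percent inhibition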
Tn7 DDE FP = DD(E)-Tn7 binding inhibition, primary FP screen; P02675; FP displacement of FITC-Tn7 peptide from fibrin DD(E); 0% = median of compound wells per plate; inhibition, % at 8.3 µM; 0.13% of 370,000 active; AID 720508;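 active = inhibition above the mean of compounds falling within the control limits plus 3 SD of them, cut at about 14% in these data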;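 also: 0% = plate median of compound wells and 100% = 10 µM Aha-Tn7 peptide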
Target sequence (P02675 whole entry, looked up): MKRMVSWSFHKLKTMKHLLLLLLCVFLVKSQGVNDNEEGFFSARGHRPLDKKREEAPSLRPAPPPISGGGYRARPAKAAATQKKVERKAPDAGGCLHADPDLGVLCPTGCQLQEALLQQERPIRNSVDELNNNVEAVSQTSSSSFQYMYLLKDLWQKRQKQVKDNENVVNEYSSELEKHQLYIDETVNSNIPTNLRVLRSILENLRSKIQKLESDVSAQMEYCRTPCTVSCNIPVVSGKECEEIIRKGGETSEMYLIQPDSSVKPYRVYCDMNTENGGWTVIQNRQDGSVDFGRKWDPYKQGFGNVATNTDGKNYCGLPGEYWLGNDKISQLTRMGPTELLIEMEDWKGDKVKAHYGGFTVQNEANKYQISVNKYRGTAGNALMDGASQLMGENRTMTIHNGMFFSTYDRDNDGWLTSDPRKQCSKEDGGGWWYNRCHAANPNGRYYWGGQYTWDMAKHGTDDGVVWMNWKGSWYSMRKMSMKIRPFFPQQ
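System: human fibrin DD(E); quantity: Fibrin-DD(E) at 2 µM final; also added: fluorescent Tn7 probe at 0.1 µM; compound dosing: single nominal test concentration of 8.3 µM per compound; schedule: 10 min preincubation, 3 h with tracer, room temperature; detection: fluorescence polarization of the labelled Tn7 tracer; repeats: one replicate per compound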
Active calls of the source: *; nt = no result given.

SMILES	HTRA1 inhibitor	PG9 Ab binder	SIAE primary	UHRF1 MBD2 ctr	PRMT1 FP inh	ABHD4 inh	LEDGF integ inh	TCR CD3 inh	TDP2 inh	Tn7 DDE FP
CCc1nc2ccc(C(=O)NCCN3CCCC3)cn2c1N(C)Cc1ccc(OC)cc1	nt	1.4	11	2	-2	-3	5	-8	2	2
O=C(Nc1ccccc1)c1cc(C2CCCCN2C(=O)c2ccc3c(c2)CCO3)on1 (centres undefined)	nt	-0.2	0	0	-9	-2	6	3	-2	0
Clc1cc(Br)ccc1OCCN1CCOCC1	7	-0.6	2	-1	0	2	0	4	6	-6
COc1cccc2cc(C(=O)NCc3ccc(F)cc3)c(=N)oc12	4	-1.3	0	1	-2	2	-1	5	2	2
CC(C)(C)NC(=O)CN(Cc1cccnc1)C(=O)c1csnn1	6	0.6	-3	-2	-5	4	-2	6	2	7
O=C(Cn1cccn1)c1ccccc1	3	-0.9	2	0	-1	2	-1	7	-4	0
COCCn1c(C)cc(C(=O)COC(=O)CNC(=O)c2ccccc2)c1C	11	-0.1	-2	-4	-1	-5	0	-1	5	-1
Cc1c(CC(=O)NCC(=O)NCC(=O)O)c(=O)oc2cc3c(cc12)CCC(C)(C)O3	5	1.0	-4	0	-3	5	1	-1	0	1
O=c1cc(N2CCc3ccccc3C2)[nH]c(=O)n1-c1ccc(Cl)cc1	-5	0.1	-4	6	0	8	0	-1	-7	-1
CCc1nnc(NC(=O)CSc2nnc(-c3ccoc3C)n2-c2ccc(C)cc2)s1	-3	0.2	1	-2	-1	0	-1	5	6	11
Cc1cc(CNC(=O)C2CCC(=O)N(Cc3cccc(C(F)(F)F)c3)C2)no1 (centres undefined)	5	-2.3	-6	0	-4	1	1	-6	-16	2
CCc1nc2ccc(C(=O)N(C)CC(=O)Nc3ccc(F)c(F)c3F)cc2nc1CC	-1	-0.8	-3	1	0	-3	2	4	-5	-9
O=C(CCCCl)NC1=NN(c2ccccc2)C(=O)C1	11	-1.9	7	-8	2	9	0	-2	15	-1
COc1ccc(-c2c[n+]3c(n2-c2ccccc2)SCC3)cc1OC	2	0.9	6	-2	-6	6	3	7	-2	-4
CCc1ccc(CN(C)C(=O)CCc2nnc(COc3ccccc3)o2)cc1	-9	-1.2	5	7	3	0	-1	-7	-1	3
Fc1ccc(Sc2ccccc2CNC2=NCCN2)cc1	12	-2.2	0	2	-1	3	0	-15	-12	-15
CC(C)n1nc(C(=O)Oc2cccc(Cl)c2Cl)c2ccccc2c1=O	1	-1.3	-1	1	6	2	-7	-1	-8	0
COC(=O)c1cc(NC(=O)COC(=O)CCc2c[nH]c3ccccc23)cc(C(=O)OC)c1	-2	4.2	7	-2	3	23	-4	-2	0	6
O=C(/C=C/c1cccs1)N1CCN(c2ccc(F)cc2)CC1	0	-2.2	0	6	0	-4	1	-8	-6	-10
O=C(CSc1nnc(CNc2ccc(F)cc2)o1)OC1CCCCC1	-1	0.0	3	-2	-1	-6	0	2	-1	-4
Cc1[nH]c(-c2ccc(F)cc2)cc1C(=O)N1CCN(c2ccccc2F)CC1	-15	0.0	0	-2	0	3	-5	-1	-16	6
CC(C)Cn1c(-c2cccs2)nc2nc3ccccc3nc21	-19	1.6	-5	-1	3	-14	2	-2	5	4
Cc1ccc(C)c(S(=O)(=O)N2CCN(C(=O)[C@@H]3CCCN3C(=O)c3cccs3)CC2)c1	-1	-3.5	-4	0	2	-6	4	-1	-4	-4
CC(C)(C)C(=O)c1c(N)[nH]c(C(=O)c2ccccc2)c1-c1cc2ccccc2nc1Cl	nt	0.1	6	-4	2	10	-2	-1	5	4
O=C(COC(=O)c1c(F)cccc1Cl)NC1CCCC1	7	0.1	1	8	8	-4	-4	-2	-14	-7
O=C(NCc1ccccc1)C(c1ccc(F)cc1)N(C(=O)c1csnn1)c1ccccc1 (centres undefined)	-3	1.7	6	-1	0	-4	-3	-3	3	-3
CCOc1ccc(NC(=O)[C@@H]2CCCN2C(=O)c2cccs2)cc1S(=O)(=O)N1CCCCC1	-3	2.1	2	3	4	-3	0	-7	8	3
O=C(NCC(c1ccco1)N1CCc2ccccc21)c1c(F)cccc1F (centres undefined)	-7	-1.6	11	0	-2	3	-4	5	2	8
CC(=O)c1cccc(NC(=O)N2CCCC2C(=O)NCc2ccc(C)cc2)c1 (centres undefined)	-9	-4.5	-2	0	0	0	1	10	6	-12
CC1=C(C(=O)Nc2ccc(F)cc2)C(c2ccncc2)C2=C(CCCC2=O)N1 (centres undefined)	-3	-0.2	-1	-2	0	4	-1	-1	2	-13
CCCOc1cccc(C2C(C(=O)c3cc4ccccc4o3)=C(O)C(=O)N2c2cc(C)on2)c1 (centres undefined)	-19	18*	5	-2	0	-14	-1	5	10	-10
O=S(=O)(CCc1ccncc1)Cc1ccc2c3c(cccc13)CC2	2	-0.3	-5	8	0	6	-1	-6	6	3
COc1ccc(-c2oc3ncn4nc(Cc5ccccc5)nc4c3c2-c2ccc(OC)cc2)cc1	-3	-3.9	-2	-2	-4	6	0	3	-2	-4
COc1cc(OC)c(C(=O)NC23CC4CC(CC(C4)C2)C3)cc1OC	7	1.1	0	4	-3	6	3	-4	4	-2
CCC(c1nnnn1Cc1cccs1)N1CCN(c2nc3ccccc3s2)CC1 (centres undefined)	-31	-1.0	-4	-1	3	5	-1	3	9	-7
COc1ccc(/C=N/Nc2ccc(C(=O)O)cc2)cc1Br	3	-5.6	1	1	4	9	4	-1	-5	-7
CC1=NN(c2nc3ccccc3s2)C(O)(C(F)(F)F)C1 (centres undefined)	0	-0.3	1	3	2	-3	-3	-3	3	2
CCc1ccc(N2CC(C(=O)N3CCCCCC3)CC2=O)cc1 (centres undefined)	-7	-2.1	4	1	2	0	-6	-4	-2	2
CC(=O)NC(c1ccc(N(C)C)cc1)c1cc(Cl)c2cccnc2c1O (centres undefined)	65*	-0.3	23*	-7	-1	30*	-4	1	-1	-3
CC(=O)Oc1ccc(OC(C)=O)c(S(=O)(=O)c2ccc(C)c(C)c2)c1	30	-0.7	2	-1	-5	-5	2	-1	-14	-2
CNc1ccc(/C=C2\COc3ccccc3C2=O)cc1[N+](=O)[O-]	0	-2.7	3	-1	-1	3	-3	3	1	-1
c1ccc2c(c1)CCN(Cc1nnnn1Cc1ccc3c(c1)OCO3)C2	2	-0.8	-1	0	0	6	2	1	0	-2
COc1cccc(C(=O)NCc2ccc(-c3nc4ccccc4s3)cc2)c1	-18	0.4	0	3	1	-14	2	-5	1	3
O=C(c1cccc(Oc2c(Cl)cccc2[N+](=O)[O-])c1)N1CCCCC1	-3	-3.3	-9	1	-1	-3	1	4	-8	0
COc1ccc(Cl)cc1N1C(=O)/C(=C/c2sccc2C)N=C1SCC(=O)NC1CC1	nt	-3.2	-14	-2	-3	-20	1	-4	-14	-5
CC(C)c1ccc(NC(=S)NC2CCN(Cc3ccccc3)CC2)cc1	-9	0.4	7	-2	-2	8	1	-1	3	0
COc1ccc(OC2OC3COC(C)(C)OC3C(O)C2NC(C)=O)cc1 (centres undefined)	-2	1.8	-3	0	0	0	-4	-1	6	-3
COc1ccc(CNC(=O)CSc2nnnn2-c2ccc(O)cc2)cc1	2	-1.1	-5	7	1	-7	-1	10	2	-2
COc1ccc(C(=O)NCC2(c3ccc(OC)c(OC)c3)CCCC2)cc1OC	4	-1.8	-8	0	-3	6	4	1	-2	1
CC1CCCC/C1=N\NS(=O)(=O)c1ccc(Br)cc1 (centres undefined)	-5	-0.1	-3	4	6	8	5	9	1	-6

Two of the compounds above, as labelled records.
compound: O=C(NCC(c1ccco1)N1CCc2ccccc21)c1c(F)cccc1F (centres undefined)
  HTRA1 inhibitor = -7; PG9 Ab binder = -1.6; SIAE primary = 11; UHRF1 MBD2 ctr = 0; PRMT1 FP inh = -2; ABHD4 inh = 3; LEDGF integ inh = -4; TCR CD3 inh = 5; TDP2 inh = 2; Tn7 DDE FP = 8

compound: CC(=O)c1cccc(NC(=O)N2CCCC2C(=O)NCc2ccc(C)cc2)c1 (centres undefined)
  HTRA1 inhibitor = -9; PG9 Ab binder = -4.5; SIAE primary = -2; UHRF1 MBD2 ctr = 0; PRMT1 FP inh = 0; ABHD4 inh = 0; LEDGF integ inh = 1; TCR CD3 inh = 10; TDP2 inh = 6; Tn7 DDE FP = -12

Additional structures follow:
SMILES	HTRA1 inhibitor	PG9 Ab binder	SIAE primary	UHRF1 MBD2 ctr	PRMT1 FP inh	ABHD4 inh	LEDGF integ inh	TCR CD3 inh	TDP2 inh	Tn7 DDE FP
O=S1(=O)[C@H]2C[C@@H]3C=C[C@@]2(CN1Cc1cccc(C(F)(F)F)c1)O3	-1	1.3	5	3	3	9	-2	-2	0	-6
COc1ccc(/C=N/NC(=O)c2cccc(OC(F)(F)C(F)F)c2)cc1O	-2	-2.0	-1	0	0	-4	3	5	-9	-10
COc1cc(/C=N/NC(=O)c2cccc(N3CCCC3=O)c2)ccc1O	-2	-2.6	-1	0	-1	8	-2	1	-4	1
Cc1nn(CC(=O)N(C)C2CCS(=O)(=O)C2)c(C)c1[N+](=O)[O-] (centres undefined)	-4	-1.2	-1	3	-1	0	-2	2	-10	-2
Cc1nn(Cc2ccc(Cl)cc2)c(C)c1NC(=O)C1CC=CCC1C(=O)O (centres undefined)	0	-0.3	3	-1	4	4	2	0	9	5
COc1ccc(Nc2nc(N)nc(CN3CCc4ccccc4C3)n2)cc1	4	-2.0	6	-2	-3	5	2	1	2	7
CC(=O)CC[C@@H](C)O[C@@H]1OC(C)[C@H](O)CC1O (some centres undefined)	5	-2.3	-8	0	-1	-4	4	0	-6	-2
COc1cccc(Oc2cn[nH]c2-c2ccc(OCC(=O)NN)cc2O)c1	-46	0.1	-1	-1	2	-19	-3	1	6	-6
COc1ccc(OC(=O)c2cc3cc(Cl)ccc3oc2=O)cc1	7	3.6	1	-2	3	1	-2	-1	7	6
Cc1ccc(NC(=O)COc2coc(CN3CCN(Cc4ccccc4)CC3)cc2=O)cc1	-5	-1.4	3	-2	-1	3	2	0	11	-6
O=C(O)Cc1ccc(NC(=S)NCc2ccco2)cc1	4	1.3	1	0	1	-1	1	-6	2	6
C=CCOn1c(=O)c(-c2ccc(F)cc2)[n+]([O-])c2ccccc21	0	-0.7	10	0	-3	0	0	-10	10	3
COC(=O)[C@@]12C[C@@H](CC(=O)NCc3ccc(C)o3)C(=O)N(Cc3ccccc3)C1=CCC(C)(C)C2	nt	1.5	4	-3	4	6	1	-4	5	8
COc1cc(OC)cc(-c2c(C#Cc3ccsc3)c3cc(-c4ccc(OC)c(F)c4)ccc3n2C)c1	0	-9.7	-1	-1	-1	1	3	4	3	-4
CCN(CC)S(=O)(=O)c1ccccc1/C=N\O	-4	0.9	1	0	-1	2	5	-5	2	1
CCN(CC)c1ccc(NC(=O)CCNS(=O)(=O)c2ccc3c(c2)CCC(=O)N3)c(C)c1	9	-8.6	4	-6	-1	4	1	0	-4	-9
